# Assay outcomes: PubChem BioAssay, Broad Institute
# Statin myotox sup: protects C2C12 myotubes from simvastatin toxicity. ATP luminescence, 48 h; scaled: DMSO 0, geranylgeraniol control 100. rescue of ATP level, % at 7.49 µM. 330,000 compounds, 0.78% hits. AID 602340;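 active = mean ATP rescue above about 67%, or every replicate alone reaching that limit, limit read from the data, passing the limit was not always enough; inconclusive = no clear call, values can overlap the other calls; inactive = mean under the limit and some replicate under it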;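 note: myotubes were challenged with 10 µM simvastatin during compound exposure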
# PglD inh: PglD (C. jejuni) enzyme inhibition; 360,000 compounds, 0.098% hits; purified PglD enzyme, DTNB colorimetric CoA detection; AID 602405; inhibition, % at 12.5 µM; in the data active = inhibition above about 16%, passing the limit was not always enough; inconclusive = no clear call, values can overlap the other calls; note: strong numbers were not always called active
# Active calls of the source: *; ? = inconclusive. Not all compounds are listed; count on the stated rates, not on these rows.
# Each structure is followed by: PglD inh, Statin myotox sup
- CCc1c(C)sc(NC(=O)c2ccc(Br)o2)c1C(=O)OC
    7, -3
- COc1ccc(C2Nc3ccc4ccccc4c3-c3c2c(=O)oc2ccccc32)cc1 (stereo unspecified)
    -4, ?
- CCn1cc(C(=O)NCc2ccc3c(c2)OCO3)c(=O)c2cc(S(=O)(=O)N3CCOCC3)ccc21
    -5, 4
- COc1ccc(/C=N/Nc2ncc(-c3ccccc3)cn2)c(OC)c1
    1, 2
- Cc1nc2ccc(F)cc2cc1C(=O)NCC1CCCO1 (stereo unspecified)
    8, 4
- Cn1c(SCc2nc(-c3cccs3)no2)nnc1C1CCCCC1
    -2, 19
- O=C(Cn1cnc2ccc(Cl)cc2c1=O)c1cccs1
    -19, -8
- COc1ccc(-c2noc(CSc3nc(-c4ccccc4)cc(=O)[nH]3)n2)cc1
    0, 5
- Cc1ccc(S(=O)(=O)N(CC(O)CN2C(=O)NC(C)(C)C2=O)c2ccccc2)cc1 (stereo unspecified)
    -7, 14
- Cc1ccc(NC(=O)CS(=O)CC(=O)Nc2ccc(N3CCOCC3)cc2)cc1Cl (stereo unspecified)
    -4, 2
- Cc1ccc(S(=O)(=O)N2C(=O)CCC2C(=O)Nc2ccc3c(c2)OCCO3)cc1 (stereo unspecified)
    -1, -8
- CC(=O)c1cccc(-n2nnnc2SCC(=O)Nc2ccccc2N2CCCCC2)c1
    0, -4
- O=S(=O)(Cc1ccccc1)N1CCCC(c2nc(-c3ccc(F)cc3)no2)C1 (stereo unspecified)
    6, 23
- CCOc1ccc(C(=O)NCCN(C)C)cc1
    -2, -5
- O=C(CSc1ccccc1)NCc1cccnc1
    -1, 3
- O=C1CCC(=O)N1OCCCCOc1ccccc1
    -1, 12
- COc1ccc2[nH]cc(C(=O)CN3CCC(C)CC3)c2c1
    0, -2
- O=C(N/N=C/CCc1ccccc1)c1ccccc1
    5, 5
- COCCNC(=O)C(c1ccc(Cl)cc1)N(C(=O)CCC(=O)Nc1ccccn1)C1CCCC1 (stereo unspecified)
    1, -3
- O=S(=O)(NCC(c1ccccc1)N1CCNCC1)c1ccc(Cl)cc1 (stereo unspecified)
    -7, -13
- Cc1cc(C)nc(SCCC(=O)Nc2cccc3ccccc23)n1
    1, 10
- Cn1c(SCC(=O)N/N=C/C=C\c2ccco2)nc2ccccc21
    4, 4
- COc1ccc2[nH]c(=O)c(CN(Cc3nnnn3Cc3ccco3)C3CCCCC3)cc2c1
    -4, 9
- CCOc1ccccc1NC(=O)CCCc1nc2ccccc2c(=O)[nH]1
    3, -70
- COc1ccc(NC(=S)NC(NC(=O)CCl)C(Cl)(Cl)Cl)c([N+](=O)[O-])c1 (stereo unspecified)
    2, 26
- CC(=O)Nc1ccc(N/C=C/C(=O)c2ccco2)cc1
    -9, -1
- Cc1cccc2nc(CSc3nncn3-c3ccccc3)cn12
    7, -4
- Cc1ccc(-c2c(C)c(-c3ccc(F)cc3)nc(N)c2C#N)o1
    1, -17
- CC(C)CC(=O)NC(NC(=S)Nc1cccc2cccnc12)C(Cl)(Cl)Cl (stereo unspecified)
    4, -33
- Cc1cc(NC(=O)CSc2ncn(-c3ccccc3)n2)no1
    3, -2
- O=C(Cc1ccccc1)N/N=C/c1ccccc1OCc1ccc(Cl)cc1
    6, 12
- O=C(CSc1ncnc2c1oc1ccccc12)NCC1CCCO1 (stereo unspecified)
    -2, -20
- CNC(=O)CCc1nc(-c2ccc(C(C)(C)C)cc2)no1
    -11, -2
- Cc1ccc(CC2S/C(=N/c3ccccn3)NC2=O)cc1 (stereo unspecified)
    -6, 19
- Cn1c(SCC(=O)N2CCCC2)nnc1-c1ccc(S(=O)(=O)N2CCCC2)cc1
    0, -1
- CCCS(=O)(=O)Nc1ccc(-c2cn3c(n2)SCC3)cc1
    2, 0
- CCn1c(SCC(=O)Nc2ccc3c(c2)OCCO3)nnc1-c1cccs1
    -1, -1
- Cc1[nH]nc2c1C(c1ccc(OC(=O)c3ccco3)cc1)C(C#N)=C(N)O2 (stereo unspecified)
    2, -12
- CCOc1ccccc1NC(=O)CSc1nnc(CNC(=O)COc2ccc(Cl)cc2)o1
    -4, 17
- COc1ccc(C)cc1-n1nnnc1SCC(=O)c1ccc2c(c1)OCCO2
    5, -5
- CN1CCN(C(=O)c2cccc3c(-c4ccc(F)c(F)c4)coc23)CC1
    -4, -5
- CCOc1ccc(N2C(=O)NC(Cc3c[nH]c4ccccc34)C2=O)cc1 (stereo unspecified)
    2, -19
- CNc1nc(-c2c[nH]c3ccccc23)cs1
    10, -8
- COC(=O)C1=C(C)NC2=C(C(=O)CCC2)C1c1coc2ccccc2c1=O (stereo unspecified)
    0, 8
- CCC(C(=O)NC1CCCC1)N(C(=O)Cn1nnc(-c2ccc(C)cc2)n1)C1CCCC1 (stereo unspecified)
    6, 34
- CCCCOc1ccccc1C(=O)NCCCCCC(=O)O
    -3, -16
- COc1ccc(S(=O)(=O)Nc2ccc(S(=O)(=O)Nc3nc(C)cc(C)n3)cc2)cc1OC
    -5, 28
- Cc1ccc(Nc2nc(N)nc(N)c2N=O)cc1C
    0, -10
- O=C(Nc1cccc(Cl)c1)C1=Cc2cc(Cl)ccc2OC1
    -8, 2
- CC1=NN(c2ccccc2)C(=O)/C1=C\c1c(C)[nH]n(-c2ccccc2)c1=O
    2, 6
- CN(C)CCCC(=O)c1ccc2c(c1)OCO2
    -5, 28
- CC(C)Sc1nc(N)c2c3c(sc2n1)CN(C)CC3
    -9, 9
- CCSc1nnc(NC(=O)c2cccc(OCc3c(C)noc3C)c2)s1
    -4, 1
- CCc1nnc(NC(=O)c2ccc(S(=O)(=O)N3CCN(Cc4ccccc4)CC3)cc2)s1
    6, 2
- CCOc1ccc(N2C(=O)CC(SC(=NC)Nc3ccc4c(c3)OCO4)C2=O)cc1 (stereo unspecified)
    8, -13
- O=S(=O)(/N=C(/Sc1ccccc1)c1ccccc1)c1ccccc1
    3, 5
- COc1ccc(C2C(C#N)=C(N)OC3=C2C(=O)CCC3)cc1Cn1nc(C)c([N+](=O)[O-])c1C (stereo unspecified)
    2, -11
- N#Cc1c(-c2ccc(Cl)cc2Cl)nc2n(c1=O)CCS2
    3, -7
- O=C(CN(C(=O)Cn1nnc(-c2ccccc2F)n1)c1cccc2c1CCCC2)NCc1ccccc1
    3, 31
- Cc1nc(-c2cccnc2)sc1C(N)=O
    -8, 8

# Next part
# Each structure is followed by: PglD inh, Statin myotox sup
- Cc1ccc(-n2c(-c3ccc(Br)cc3)c[n+]3c2CCc2ccc4cccnc4c2-3)cc1
    -2, -78
- O=C(OCc1cccs1)c1ccccc1NS(=O)(=O)c1ccc2c(c1)OCCO2
    4, 6
- COCCN1CCn2c(nc3cc(NC(=O)c4cccs4)ccc32)C1
    0, 14
- CSc1nc(-c2ccc(Cl)cc2)nn1S(=O)(=O)c1ccccc1
    4, -2
- O=C(CN1C2CCC1CC(NC(=O)C1CC1)C2)NCc1ccccc1 (stereo unspecified)
    7, -4
- CCOC(=O)C1=C(CC)OC(N)=C(C#N)C1c1ccc(OC)cc1OC (stereo unspecified)
    6, 1
- O=C(Nc1ccc(N2CCOCC2)c(Cl)c1)c1cc(F)c(F)cc1Cl
    1, -11
- CC1(C)C(c2ccccc2)=[N+]([O-])C2(CCCCC2=O)N1O (stereo unspecified)
    -2, 2
- CN(C)S(=O)(=O)c1ccc(NC(=O)COC(=O)c2ccccn2)cc1
    -5, -5
- Cc1cc(NC(=O)CSc2nnc(COc3ccccc3)n2Cc2ccco2)no1
    -4, 10
- CCCN1CCN(C(=O)Cn2cccc2C(=O)c2ccccc2)CC1
    1, -7
- Cc1cc(SCC(=O)OCC(=O)N2CCN(C(=O)c3ccco3)CC2)c(C)cc1Br
    -1, 0
- CCC(O)(CCN1CCCCC1)c1ccccc1 (stereo unspecified)
    -7, -4
- N/C(COc1ccccc1)=N\NS(=O)(=O)c1ccccc1
    2, 6
- CCCCNC(=O)CCCn1c(=O)[nH]c2ccc(Br)cc2c1=O
    0, 0
- CC1=C(C(=O)OCC(C)C)[C@]23C(=O)c4ccccc4[C@@]2(O1)OC(N)=C3C#N
    7, 3
- c1csc(-c2nnc(-c3ccc(N4CCOCC4)cc3)o2)c1
    -1, 3
- COc1cccc(-n2nc(-c3ccnn3-c3ccc(C)cc3)c(=O)n(C)c2=O)c1
    2, -7
- COc1cc(OC)cc(-c2nc(N)n[nH]2)c1
    -5, 106*
- COc1cccc(NC(=O)c2cc(-c3cccnc3)nc3c(Cl)cccc23)c1
    -2, 11

# Complete entries as entered above.
# CN(C)S(=O)(=O)c1ccc(NC(=O)COC(=O)c2ccccn2)cc1 across the screens: PglD inh = -5; Statin myotox sup = -5
# CCCN1CCN(C(=O)Cn2cccc2C(=O)c2ccccc2)CC1 across the screens: PglD inh = 1; Statin myotox sup = -7

# A different layout for 4 compounds above:
SMILES | PglD inh | Statin myotox sup
N/C(COc1ccccc1)=N\NS(=O)(=O)c1ccccc1 | 2 | 6
CCCCNC(=O)CCCn1c(=O)[nH]c2ccc(Br)cc2c1=O | 0 | 0
CC1=C(C(=O)OCC(C)C)[C@]23C(=O)c4ccccc4[C@@]2(O1)OC(N)=C3C#N | 7 | 3
c1csc(-c2nnc(-c3ccc(N4CCOCC4)cc3)o2)c1 | -1 | 3

# (further entries)
# Each structure is followed by: PglD inh, Statin myotox sup
- C=CCn1c(=N)n(CC(O)c2ccco2)c2ccccc21 (stereo unspecified)
    -2, -7
- O=c1n(-c2ccccc2)c(=O)n(Cc2ccccn2)n1Cc1ccccn1
    -4, 0
- Cc1noc(C)c1S(=O)(=O)Nc1ccc(C(=O)NC2CCCCC2C)cc1 (stereo unspecified)
    -5, -6
- CCOc1ccccc1NC(=O)C1CCCN(S(=O)(=O)c2cccc3nsnc23)C1 (stereo unspecified)
    -3, 11
- CC(Oc1ccc(Cl)cc1)C(=O)Nc1ncccn1 (stereo unspecified)
    -3, 6
- CC(=O)Nc1ccc(S(=O)(=O)N(C)S(=O)(=O)c2ccc(F)cc2)cc1
    0, -34
- CCOC(=O)c1ccc(NC(=O)c2cnccn2)cc1
    -5, -2
- Clc1ccc(-c2nnsc2SCc2ccccc2)cc1
    -1, -15
- COc1cc(OC)cc(C(=O)NNC(=O)NC2CCCCC2)c1
    2, 2
- CCOCC(=O)Nc1cccc(Br)c1
    4, -1
- CCC(=O)Nc1ccc2oc(-c3ccccc3Br)nc2c1
    11, -10
- CCOc1ccc(-c2nc3n(c(=O)c2C#N)CCCS3)cc1
    2, 103*
- CC(C)n1c(SCC(=O)Nc2nc3ccccc3s2)nc2c1c(=O)n(C)c(=O)n2C
    0, -9
- O=C(Nc1ccc(F)cc1)N(CCCN1CCOCC1)Cc1cc2cc3c(cc2[nH]c1=O)OCCO3
    -10, 2
- COc1cccc(Oc2coc3c(CN4CCOCC4)c(O)ccc3c2=O)c1
    -5, -12
- O=C(Nc1ccc(F)cc1)c1cn(-c2ccccc2)nc1-c1ccncc1
    -1, -11
- CCCCN(C)C(=O)c1ccc(S(=O)(=O)N2CCOCC2)cc1
    -2, -7
- Cc1cc(NC(=O)c2ccc(Br)c(S(=O)(=O)N3CCCC3)c2)no1
    -1, 4
- Cc1nc2ccccc2n1C1CC(=O)N(Cc2ccccc2)C1=O (stereo unspecified)
    -1, 6
- Cc1cc(C)cc(NS(=O)(=O)c2ccc3[nH]c(=O)[nH]c3c2)c1
    4, 6
- CCOc1ccc(N=C2NC(=O)S/C2=C\c2ccc(OC)cc2)cc1
    0, 1
- O=P(CCC(F)(F)F)(CCC(F)(F)F)CCC(F)(F)F
    -4, 16
- CCOc1ccc(NC(=O)CCNc2c(N3CCCC3)c(=O)c2=O)cc1
    0, 8
- Cn1c(=O)c2c(nc(SCCNS(=O)(=O)c3ccccc3)n2C)n(C)c1=O
    -6, 1
- COC(=O)c1ccc(OC)c(CSc2nnc(COc3cccc(C)c3)o2)c1
    -4, 3
- O=C1CC(c2ccco2)CC2=C1C(c1ccccc1)n1nc(C(F)(F)F)nc1N2 (stereo unspecified)
    7, 11
- C=CCn1c(COc2ccc(Cl)cc2)nnc1SCC(=O)NCC(=O)OCC
    -7, -3
- CCC(=O)Nc1nnc(C)s1
    -3, -7
- COC(=O)C1=C(N)Oc2cc(C)n(CCCn3ccnc3)c(=O)c2C1c1ccc(Cl)cc1 (stereo unspecified)
    -3, 11
- C=CCn1c(=O)c2c3c(sc2n2c(Nc4ccccc4)nnc12)CCCC3
    -11, 21
- COc1ccc(C2=NOC3(CC(=O)N(c4ccc(C)cc4)C3=O)C2)c(OC)c1 (stereo unspecified)
    -2, -5
- CC(C)C(c1nnnn1Cc1ccc(F)cc1)N1CCN(C2CCCCC2)CC1 (stereo unspecified)
    10, -15
- O=C(CSc1nnc(Cc2ccccc2)n1C1CCCCC1)N1CCOCC1
    0, -1
- O=C(CC12CC3CC(CC(C3)C1)C2)NCC(=O)N1CCc2ccccc2C1
    -2, 33
- O=C(c1ccco1)N1CCN(C(=O)c2cc(-c3ccccc3)nc3ccccc23)CC1
    0, -11
- O=c1oc2ccc3ccccc3c2c2c1SC(C(F)(F)F)C2 (stereo unspecified)
    -2, -13
- O=C(NCc1ccccn1)C1CCCN(S(=O)(=O)c2ccccc2)C1 (stereo unspecified)
    3, 25
- COC(=O)c1ccc(NC(=O)Nc2ccc(F)cc2)cc1
    1, -4
- CCCCCCOC(=O)C[N+](C)(C)CCOC1CC2CCC1(C)C2(C)C (stereo unspecified)
    -5, 3
- COc1cc2[nH]c(=S)nc(NCCCOC(C)C)c2cc1OC
    -1, -7
- CC(Oc1ccccc1)C(=O)Nc1cccc(-c2nc3ccccc3[nH]2)c1 (stereo unspecified)
    3, -22
- O=C(NCCSc1ccccc1)c1ccccc1
    -4, -9
- CCOC(=O)N1CCN(S(=O)(=O)c2c(C)nn(C)c2C)CC1
    3, -8
